KB-V1 cytotox: qHTS assay for MDR1-selective chemotherapeutics: Primary screen using the drug-selected MDR subline cells KB-V1. KB-V1 MDR cells viability, CellTiter-Glo, 72 h. Potency, µM (titrated, usually from 46.1 µM), for inactives: at the highest dose activity change, negative = cytotoxicity, actives largely listed as cytotoxic. 400,000 tested, 3.4% active; also: potency is read from the fitted curve at half-maximal effect; % is scaled to controls: 0 for no effect and ±100 for the full control effect; nearly all actives have a fitted effect of over 60% in size
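Potencies derive from concentration-effect curves fitted to normalized luminescence (CellTiter-Glo) of KB-V1 cells treated for 72 h at 37 degrees C in phenol-red-free DMEM containing 10% FBS.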
HEK293 tox: qHTS of GLP-1 Receptor Inverse Agonists: Cytotox Screen; HEK293 cAMP-luciferase reporter cells, luminescence, 24 h; 410,000 tested, 0.13% active; Potency, µM (top dose mostly 38.3 µM), for the others: top-dose activity change, negative = inhibition, usual class: inhibitors;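 also: loss of luciferase light is scored as toxicity; potency is read from the fitted curve at half-maximal effect; % is scaled to controls: 0 for no effect and ±100 for the full control effect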
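Step one: seed cells (200 cells/uL, DMEM with 10% Nu serum, 1% pen-strep). Step two: 12-hour incubation at 37 deg C. Step three: pin 23 nL compound, incubate 24 hr. Step four: add luciferase reagent, read luminescence 12 min later.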
aSyn yeast inh: qHTS of alpha-syn Inhibitors; Yeast expressing alpha-synuclein, growth rescue, BacTiter-Glo, 24 h; Potency, µM (top dose mostly 46.1 µM), for inactives: top-dose growth rescue (activation), usual class: activators; 370,000 tested, 0.14% active; AID 652106, 2013; also: potency is read from the fitted curve at half-maximal effect; % of control where 0% means no effect; nearly all actives have a fitted effect of over 65% in size
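Screening used galactose-induced yeast with toxic alpha-synuclein levels, exposed to compound for 24 hr at 30 deg C. Cell growth, read with BacTiter-Glo luminescence, gave the measured signal.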
GLP1R inv ag: qHTS of GLP-1 Receptor Inverse Agonists (Inhibition Mode) | Glucagon-like peptide 1 receptor (Homo sapiens), P43220 | HEK293 GLP-1R CRE-luciferase, luminescence, 24 h; GLP-1R form is constitutively active | Potency, µM (highest dose often 38.3 µM), for the others: at the highest dose activity change, negative = inhibition, hits mostly inhibitors | 410,000 tested, 1.6% active; also: potency is read from the fitted curve at half-maximal effect; % is scaled to controls: 0 for no effect and ±100 for the full control effect; nearly all actives have a fitted effect of over 55% in size
Target sequence (P43220 whole entry, looked up): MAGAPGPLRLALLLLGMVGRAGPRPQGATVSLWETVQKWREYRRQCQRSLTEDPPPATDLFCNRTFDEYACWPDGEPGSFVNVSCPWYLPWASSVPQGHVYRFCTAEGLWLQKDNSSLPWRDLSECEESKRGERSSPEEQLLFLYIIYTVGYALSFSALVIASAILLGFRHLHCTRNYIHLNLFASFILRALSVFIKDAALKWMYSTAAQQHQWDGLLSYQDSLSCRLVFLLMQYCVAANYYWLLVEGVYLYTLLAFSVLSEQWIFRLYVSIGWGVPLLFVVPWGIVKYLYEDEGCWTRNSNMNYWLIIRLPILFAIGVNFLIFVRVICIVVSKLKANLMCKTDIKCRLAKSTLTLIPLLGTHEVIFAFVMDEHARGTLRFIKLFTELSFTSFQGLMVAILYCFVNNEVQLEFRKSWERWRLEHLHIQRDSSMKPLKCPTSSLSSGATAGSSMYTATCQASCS
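Constitutively active GLP-1R drives a cAMP-responsive luciferase in stably transfected HEK293 cells; test compounds are added after overnight (12 h) attachment and left 24 hr, and signal loss in luminescence marks inhibition.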
GLP-1R agonist: qHTS of GLP-1 Receptor Agonists; Potency, µM (titrated, usually from 45.6 µM), without a hit: at the top dose activation, usual class: activators; HEK293 GLP-1R CRE-luciferase, luminescence, 4-6 h; cells express a hypersensitive GLP-1R form; AID 624172, 2012; 380,000 tested, 0.007% active; also: potency is read from the fitted curve at half-maximal effect; % of control where 0% means no effect
TDP-43 yeast inh: qHTS of TDP-43 Inhibitors. TDP-43 expressing yeast growth rescue, BacTiter-Glo, 24 h. AID 652104, 2013. Potency, µM (series often up to 46.1 µM), for the others: at the top dose growth rescue (activation), hits mostly activators. 410,000 tested, 1.8% active; also: potency is read from the fitted curve at half-maximal effect; % of control where 0% means no effect; nearly all actives have a fitted effect of over 50% in size
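Luminescence from BacTiter-Glo reports growth of TDP-43-expressing yeast after 24 hr at 30 deg C with compound. Cells were raffinose-pregrown to mid-log, then seeded in galactose medium at OD600=0.02.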
DRD3 antagonist: qHTS of D3 Dopamine Receptor Antagonist: qHTS. D(3) dopamine receptor (Homo sapiens), P35462. max response, negative = inhibition, %. D3R cells, DiscoveRx beta-arrestin luminescence, antagonist mode; active compounds read low. AID 652054, 2013. 360,000 tested, 2.5% active; in the data active = max response below about -50%; inconclusive = no clear call, values can overlap the other calls; also: % is scaled to controls: 0 for no effect and ±100 for the full control effect; mostly tested at two doses, the higher about 12 µM
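Cells plated overnight at 1500 cells/well, then exposed to library compounds with dopamine controls for 90 minutes at 37 degrees C. DiscoveRx reagent added for 30–60 minutes at room temperature; luminescence read, quantitative HTS format.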
PTHR1 agonist: qHTS for PTHR1 Agonists: Primary Screen | Potency, µM (titrated, usually from 115 µM), for inactives: top-dose activation, most hits filed as activators | Parathyroid hormone/parathyroid hormone-related peptide receptor (Homo sapiens), Q03431 | HEK293 GP2 PTHR1 cells, GloSensor cAMP luminescence, 1 h | 410,000 tested, 0.075% active | AID 743266, 2014; also: potency is read from the fitted curve at half-maximal effect; nearly all actives have a fitted effect of over 55% in size; some results filed as inactive show a strong effect at the top dose; inactives centre near -15; many of its hits are not listed in these tables
Target sequence (Q03431 whole entry, looked up): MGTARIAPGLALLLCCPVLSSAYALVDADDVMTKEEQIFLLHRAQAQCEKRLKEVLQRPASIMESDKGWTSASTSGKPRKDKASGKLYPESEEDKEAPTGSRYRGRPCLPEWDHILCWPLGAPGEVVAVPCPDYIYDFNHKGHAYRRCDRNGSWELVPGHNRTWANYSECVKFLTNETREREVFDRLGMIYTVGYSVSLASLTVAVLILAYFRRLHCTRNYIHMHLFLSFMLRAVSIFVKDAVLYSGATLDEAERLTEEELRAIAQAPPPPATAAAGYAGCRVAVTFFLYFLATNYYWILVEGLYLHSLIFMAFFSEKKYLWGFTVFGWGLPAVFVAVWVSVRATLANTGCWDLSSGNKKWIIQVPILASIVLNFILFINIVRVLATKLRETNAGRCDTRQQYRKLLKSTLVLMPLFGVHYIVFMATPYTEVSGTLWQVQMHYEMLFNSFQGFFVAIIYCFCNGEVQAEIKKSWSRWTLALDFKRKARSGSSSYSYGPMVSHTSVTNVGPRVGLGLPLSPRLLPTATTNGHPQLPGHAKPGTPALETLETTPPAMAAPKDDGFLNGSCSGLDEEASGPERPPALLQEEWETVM
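HEK-293-derived GP2 cells expressing PTHR1 and a GloSensor cAMP reporter, 3,000/well, plated overnight, given luciferin plus IBMX (each 0.5 mM as added) for 1 h at 37 °C, then compound for 1 h at 37 °C. Luminescence was read after 15 min at room temperature.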
DRD3 agonist: qHTS of D3 Dopamine Receptor Agonist: qHTS; D(3) dopamine receptor (Homo sapiens), P35462; D3R DiscoveRx beta-arrestin cells, luminescence, 90 min; max activation, %; 410,000 tested, 0.58% active; AID 652048, 2013; in the data active = max activation above about 30%; also: 0% is about no effect; mostly tested at two doses, the higher about 12 µM
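Agonist mode: compounds and dopamine controls were applied to plated cells for 90 min at 37 degrees C after an overnight attachment at 1500 cells/well. Luminescent read-out followed 30 - 60 minutes at room temperature with DiscoveRx detection reagent.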
An asterisk follows results filed as active; i = inactive; u = inconclusive; x = not tested or not shown; [ ] = dose if it differs, or a comment. Unless noted, calls follow the shape of the dose curve; as a rule, active = well fitted curve in the direction sought with a large enough effect; inconclusive = small, poorly fitted or top-dose-only effect, or another doubt; inactive = no such curve, though single readings can be large; an effect the other way counts as inactive or inconclusive.

item	Molecule	HEK293 tox	DRD3 agonist	GLP1R inv ag	DRD3 antagonist	TDP-43 yeast inh	aSyn yeast inh	KB-V1 cytotox	GLP-1R agonist	PTHR1 agonist
1	CC1CC(O)(CC(O)(c2ccccc2)c2ccccc2)C(C)CN1C (stereo not given)	0%	0	u	1	10%	-2%	6%	12%	i
2	Nc1ccc2c(C(F)(F)F)cc(=O)oc2c1	x	1	19%	11	0%	0%	-7%	1%	i
3	CCOc1ccc(S(=O)(=O)N2CCC(C(=O)NCC3CCCO3)CC2)cc1C (stereo not given)	-7%	-9	-3%	-14	-17%	-6%	-20%	5%	i
4	CCOc1ccc(C(=O)CCC(=O)N2CCN(c3ncccn3)CC2)cc1	-5%	5	-6%	38	19%	-1%	2%	7%	i
5	COc1ccc([N+](=O)[O-])cc1NC(=O)CS(=O)(=O)c1ccc(C)cc1	11%	-14	1%	84	13%	5%	-5%	1%	-30%
6	C/C(=N\NC(=O)c1cc([N+](=O)[O-])cc([N+](=O)[O-])c1)c1ccco1	-9%	7	-6%	-17	0%	-8%	9%	-11%	i
7	O=C(O)CSCNC(=O)CC12CC3CC(CC(C3)C1)C2	-5%	1	3%	13	7%	4%	19%	-13%	i
8	CCOC(=O)Cn1c(=O)oc2cc(S(=O)(=O)N3CCCC(C(=O)OCC)C3)ccc21 (stereo not given)	0%	-6	-9%	-24	16%	-1%	-6%	5%	-18%
9	O=C(Cn1nc(Cl)nc1Cl)c1ccc([N+](=O)[O-])cc1	2%	0	-8%	0	u	1%	17%	-2%	-13%
10	c1ccc2[nH]c(-c3ccc4c(c3)OCO4)nc2c1	6%	-2	u	13	-72%[inhibitor]	-51%[inhibitor]	13µM*	0%	-73%[inhibitor]
11	O=C(NCC1CCCN(C(=O)CN2CCCCC2)C1)c1ccccc1Cl (stereo not given)	1%	-1	-7%	2	-14%	-1%	-3%	6%	-25%
12	Cc1cc(C)c(C#N)c(SCC(=O)Nc2ccc(S(=O)(=O)Nc3ncccn3)cc2)n1	38%[activator]	5	27%	6	-18%	0%	3%	-3%	i
13	COc1ccccc1NC(=O)C1CCN(S(=O)(=O)c2ccc3c(c2)oc(=O)n3C)CC1	1%	-10	-3%	x	2%	x	20%	1%	-3%
14	O=S(=O)(c1ccccc1)c1nc(-c2ccccc2F)oc1NCc1cccnc1	8%	1	-2%	-2	-18%[9.22 µM]	0%	u	9%	i
15	Cc1ccc(C(=O)N2c3ccc(F)cc3CCC2C)o1 (stereo not given)	-11%	-3	u	-12	0%	15%	13%	-1%	-42%[inhibitor][57.5 µM]
16	CC1CN(CC(O)COc2ccc(C(=O)c3ccccc3)cc2)CC(C)O1 (stereo not given)	-5%	-8	-14%	-11	0%	-6%	u	-8%	-12%[57.5 µM]
17	O=C(CN(c1ccc2c(c1)OCCO2)S(=O)(=O)c1ccccc1)NCC1CCCO1 (stereo not given)	-16%	1	5%	52	6%	-5%	-13%	11%	-4%[57.5 µM]
18	COc1cc(/C=C/C(=O)O)cc(S(=O)(=O)Nc2ccc(F)cc2)c1OC	-17%	-2	17%	-7	-29%	3%	-7%	-2%	i
19	COc1ccc(/C(C)=N/Nc2ccc(C(=O)O)cc2)c(OC)c1	10%[1.53 µM]	-8	-15%	-12	20%	11%	-16%	-3%	i
20	O=C(OCCOCCN=C1NS(=O)(=O)c2ccccc21)c1ccccc1Br	-9%	-3	-9%	5	0%	3%	14%	17%	i
21	O=C(COc1ccc(Cl)cc1)NCc1nnc(SCC(=O)NC2CCCCC2)o1	-21%	2	-15%	19	15%	2%	2%	-5%	-3%[57.5 µM]
22	Cc1nc(-c2ccc(C(=O)Nc3cccc(Br)c3)cc2)cs1	-9%	0	u	-1	-3%	-15%	-25%	-1%	-22%
23	CCOc1cc(OCC)cc(C(=O)NCCN2CCC(n3c(=O)[nH]c4ccccc43)CC2)c1	2%	-8	-11%	-95*	9%	3%	u	2%	i
24	O=C(c1ccc(S(=O)(=O)N2CCCCC2)cc1)N(c1ccccn1)C1CCCCC1	0%	1	12%	-9	15%	2%	-5%	0%	i
25	COc1ccc(OC)c(CCNC(=O)CS(=O)(=O)Cc2nc(-c3ccccc3Cl)oc2C)c1	-9%	7	u	10	24%	9%	-11%	14%	-17%
26	CCS(=O)(=O)N1CCC(C(=O)Nc2cc(Cl)ccc2O)CC1	38%	-2	19%	-3	17%	-8%	-25%	-2%	i
27	Cc1ccc(S(=O)(=O)N2CCC(C(=O)Nc3ccccc3N3CCCCC3)CC2)cc1	5%	-1	0%	u	-9%	2%	2%	-1%	-2%[57.5 µM]
28	c1ccc2c(c1)OCC(c1nnc3sc(-c4ccc5c(c4)OCO5)nn13)O2 (stereo not given)	-7%	-2	5%	-12	-17%	-19%	-8%	2%	-38%[inhibitor]
29	O=C(NCc1ccccn1)c1ccc(Cn2c(=S)[nH]c3ccccc3c2=O)cc1	2%	6	18%	20	11%	-10%	0%	15%	-21%
30	COc1ccc(-c2nn(C)c3sc(C(=O)N4CCN(c5ccccc5F)CC4)cc23)cc1OC	1%	18	3%	x	20µM*	x	-5%	x	i

A draw from above in order of molar mass, descending.
item	Molecule	HEK293 tox	DRD3 agonist	GLP1R inv ag	DRD3 antagonist	TDP-43 yeast inh	aSyn yeast inh	KB-V1 cytotox	GLP-1R agonist	PTHR1 agonist
13	COc1ccccc1NC(=O)C1CCN(S(=O)(=O)c2ccc3c(c2)oc(=O)n3C)CC1	1%	-10	-3%	x	2%	x	20%	1%	-3%
24	O=C(c1ccc(S(=O)(=O)N2CCCCC2)cc1)N(c1ccccn1)C1CCCCC1	0%	1	12%	-9	15%	2%	-5%	0%	i
18	COc1cc(/C=C/C(=O)O)cc(S(=O)(=O)Nc2ccc(F)cc2)c1OC	-17%	-2	17%	-7	-29%	3%	-7%	-2%	i
5	COc1ccc([N+](=O)[O-])cc1NC(=O)CS(=O)(=O)c1ccc(C)cc1	11%	-14	1%	84	13%	5%	-5%	1%	-30%
1	CC1CC(O)(CC(O)(c2ccccc2)c2ccccc2)C(C)CN1C (stereo not given)	0%	0	u	1	10%	-2%	6%	12%	i
15	Cc1ccc(C(=O)N2c3ccc(F)cc3CCC2C)o1 (stereo not given)	-11%	-3	u	-12	0%	15%	13%	-1%	-42%[inhibitor][57.5 µM]
10	c1ccc2[nH]c(-c3ccc4c(c3)OCO4)nc2c1	6%	-2	u	13	-72%[inhibitor]	-51%[inhibitor]	13µM*	0%	-73%[inhibitor]

New compounds follow:
item	Molecule	HEK293 tox	DRD3 agonist	GLP1R inv ag	DRD3 antagonist	TDP-43 yeast inh	aSyn yeast inh	KB-V1 cytotox	GLP-1R agonist	PTHR1 agonist
31	N=c1c(C(=O)NC2CCCC2)cc2c(=O)n3ccccc3nc2n1CC1CCCO1 (stereo not given)	449%[activator]	0	1%	3	-6%	2%	10%	13%	i
32	COc1ccc(C(=O)C(=O)N2CCN(C(=O)OCc3ccccc3)CC2)cc1	-7%	-6	-8%	-10	u	4%	u	x	i
33	O=c1[nH]nc(-c2ccc(F)cc2)cc1Cc1ccc(F)cc1	2%	0	-2%	2	28%	2%	-9%	19%	-19%
34	Clc1cccc2c1Sc1ccccc1CC2N1CCNCC1 (stereo not given)	u	-36	u	-55*	11%	-11%	u	11%	i
35	CC(SC1=NCCN1S(C)(=O)=O)c1ccccc1 (stereo not given)	-45%	-9	8%	15	12%	4%	3%	0%	-2%
36	CS(=O)(=O)N1CCN(C(=O)c2csc3ccccc23)CC1	2%	-4	0%	23	-19%	0%	1%	-4%	i
37	CCCN(CCC)S(=O)(=O)c1ccc(C(=O)N2CCC(=O)c3ccccc32)cc1	23%	3	3%	0	12%	3%	2%	-2%	i
38	CCN(Cc1cc2ccccc2[nH]c1=O)C(=O)C1CCCCC1	19%	-1	-25%	16	-12%	0%	-16%	1%	-2%[57.5 µM]
39	CC(NC(=O)CN(C)Cc1nc2ccccc2c(=O)[nH]1)c1ccccc1 (stereo not given)	-1%	4	22%	23	-6%	-1%	5%	-2%	i
40	COc1ccc(NC(=O)CCCCC(=O)Nc2ccc(OC)cc2)cc1	7%	-7	10%	-7	-5%	-8%	0%	0%	i
41	O=C(COC(=O)c1cc[n+]([O-])cc1)Nc1cc([N+](=O)[O-])ccc1Cl	1%	2	8%	2	15%	2%	6%	-5%	-4%
42	COCCc1nn2c(=O)cc(COC(=O)COc3ccc(F)cc3)nc2s1	1%	-11	12%	x	-8%	x	7%	x	u

Source: PubChem BioAssay

Some of the compounds tested, so the mix of outcomes need not match the whole.
